# Assay outcomes (PubChem BioAssay)
# Tat transport – inhibitors of E. coli Tat protein transport; hit rate 0.036% among 340,000; E. coli MC4100 TorA-mCherry Tat export, fluorescence; AID 488895; inhibition, % at 10 µM;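 active = mean replicate inhibition at least 50% and at least half of replicates individually reaching 50%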;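 note: exported cargo escapes ClpAP degradation while cytoplasmic cargo is degraded and loses fluorescence; 0% = median of neutral control wells and 100% = median of NaSCN control wells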
# CAL PDZ FP-1 – blocks peptide binding to human CAL PDZ domain; Q9HD26; purified CAL PDZ, TMR-peptide fluorescence polarization, 1 h; inhibition, % at 20 µM; hit rate 0.02% among 330,000; AID 504414;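 active = highest replicate inhibition of at least 40%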;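 note: plate controls were DMSO neutral control wells for no effect and unlabeled competitor peptide control wells for full effect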
#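 Read-out basis: mP drop reported as inhibition | Assay system: Tagged CAL PDZ protein CerCALP, purified | Benchmarks: Unlabelled peptide for full inhibition, DMSO wells as neutral | Schedule: 1 h incubation at room temperature before polarization reading | Buffer or medium: Sodium phosphate/NaCl buffer pH 7.4 with TCEP, IgG, Thesit | Doses: Single point, 20 µM | Measured by: Fluorescence polarization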
# SR-BI DiI inh – blocks mouse SR-BI lipid uptake from DiI-HDL; Q61009; ldlA[mSR-BI] CHO cells, DiI-HDL uptake fluorescence, 3 h; inhibition, % at 12.5 µM; hit rate 0.96% among 320,000;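 active = mean replicate inhibition of at least 70% and a set share of replicates each scoring 70 or more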;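 note: 0% = median of neutral control wells and 100% = median of positive control wells; values of inactives mirror those of a sister screen read the other way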
# Target sequence (Q61009 whole entry, looked up): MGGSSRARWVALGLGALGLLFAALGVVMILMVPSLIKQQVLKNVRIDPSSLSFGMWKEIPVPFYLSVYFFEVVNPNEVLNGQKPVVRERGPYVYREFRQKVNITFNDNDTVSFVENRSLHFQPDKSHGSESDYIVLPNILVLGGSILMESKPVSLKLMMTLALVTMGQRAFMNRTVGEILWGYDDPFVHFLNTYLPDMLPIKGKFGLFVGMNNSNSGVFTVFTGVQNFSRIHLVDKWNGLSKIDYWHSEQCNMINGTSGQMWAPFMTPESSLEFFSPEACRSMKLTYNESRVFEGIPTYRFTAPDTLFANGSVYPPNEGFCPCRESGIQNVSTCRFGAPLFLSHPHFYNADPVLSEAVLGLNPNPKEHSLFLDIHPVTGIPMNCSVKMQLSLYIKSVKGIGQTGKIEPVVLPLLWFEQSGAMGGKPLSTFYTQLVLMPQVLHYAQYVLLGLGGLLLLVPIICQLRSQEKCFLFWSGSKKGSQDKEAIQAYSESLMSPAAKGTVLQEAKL
# phage Ecoli inh – E. coli growth loss with phage present; growth absorbance; hit rate 0.26% among 360,000; inhibition, % at 11.9 µM; in the data active = inhibition above about 11%
# AddAB inh – less growth of phage-infected E. coli with AddAB. inhibition, % at 11.9 µM. hit rate 0.29% among 330,000. E. coli expressing H. pylori AddAB, absorbance growth. AID 435030; in the data active = inhibition above about 12%;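 note: 0% = vehicle wells of infected cells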
# SR-BI uptake up – activators of SR-BI mediated HDL lipid uptake; hit rate 0.096% among 320,000; CHO ldlA[mSR-BI] cells, DiI-HDL uptake fluorescence, 3 h; 100 = double the neutral-control signal; activation, % at 12.5 µM;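 active = mean replicate activation of at least 60% and every replicate at or above 60%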;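 note: 0% = median plate neutral-control signal and 100% = twice that signal; values of inactives mirror those of a sister screen read the other way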
#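 material = CHO ldlA[mSR-BI] cells | medium = Ham's F12 with 0.5% BSA, HEPES 25 mM, pH 7.4 | reagent = fluorescent DiI-HDL, 10 µg/mL final | compound dosing = single-point compound dose | incubation = 3 h, 37 °C | measured by = bottom-read fluorescence, 550/595 nm | measure = HDL uptake via cellular fluorescence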
# E coli growth – counter-screen for AddAB inhibitors: E. coli growth inhibition; E. coli V3065 growth, OD600 absorbance, 18 h; hit rate 0.27% among 330,000; inhibition, % at 11.9 µM;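 active = inhibition above the campaign's mean inhibition across all tested compounds plus 3 SD, cut at about 9.9% in these data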;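 note: uninfected addAB+ strain grown without phage in ampicillin broth; 0% = DMSO wells and 100% = ciprofloxacin 0.95 µg/ml wells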
# Wnt act – activators of Wnt/beta-catenin signaling; Wnt/beta-catenin reporter cell assay, activator, plate reader; activation, % at 9.35 µM; hit rate 1.2% among 300,000; in the data active = activation above about 30%, passing the limit was not always enough;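 note: 0% = neutral control wells and 100% = positive control wells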
# MITF TRPM1 HTS – MITF TRPM1 promoter activation in melanoma cells. activation, % at 12.5 µM. hit rate 0.75% among 300,000. SK-MEL-5 TRPM1-promoter luciferase, 24 h; % of positive control, neutral wells = 0. AID 588334;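 active = mean activation of at least 80% with every replicate also reaching 80%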;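 note: 0% = neutral control wells and 100% = parthenolide positive control wells; values of inactives mirror those of a sister screen read the other way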
# CAL PDZ FP-2 – blocks peptide binding to the human CAL PDZ domain | purified CAL PDZ, TMR-peptide fluorescence polarization, 1 h | hit rate 0.92% among 300,000 | AID 602252 | inhibition, % at 24.9 µM;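 active = mean inhibition of at least 30% with at least half of replicates also reaching 30%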;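 note: 0% = DMSO neutral control and 100% = excess unlabeled competitor peptide PRC23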
# * marks the source's active call; other numbers are inactive results; / = not tested or not shown.
Structure,CAL PDZ FP-1,SR-BI DiI inh,phage Ecoli inh,Wnt act,Tat transport,E coli growth,MITF TRPM1 HTS,AddAB inh,SR-BI uptake up,CAL PDZ FP-2
COc1cccc(CNC(=O)CCCNC(=O)c2ccc(Cl)cc2)c1,6.6,-19,0.3,1,-9,0.1,5,4.5,19,-5
COc1ccc(CC(=O)NCc2nnc(SCC(=O)Nc3nccs3)n2C)cc1,-3.5,-16,2.7,-2,0,0.2,-12,-1.9,16,7
CN(C)/C=C/c1c([N+](=O)[O-])c2ccc(O)cc2n1-c1ccccc1,9.8,/,-0.6,-5,-4,0.4,8,0.5,/,-1
CCCCOc1ccc(C(=O)N/C(=C/C=C/c2ccccc2)C(=O)NCCO)cc1,-2.6,-32,4.0,-3,13,-0.4,-3,-0.9,32,-5
O=C(C1=CC=CN2CCS(=O)(=O)N=C12)N1CCN(c2cccc(Cl)c2)CC1,-0.2,-18,0.9,-5,-2,-0.3,-2,0.8,18,0
COc1nc(N)c(S(=O)(=O)c2ccc(C)cc2)cc1C#N,-3.1,-26,-0.3,/,-2,-0.6,7,1.4,26,/
COC(=O)c1cc(OC)c(OC)cc1NCC(=O)Nc1cccc(C(F)(F)F)c1,-0.1,25,2.5,0,2,1.1,2,2.4,-25,-2
COc1ccccc1N1CCN(C(=O)c2c(-c3ccccc3Cl)noc2C)CC1,0.0,1,0.6,1,-1,-0.3,/,1.0,-1,/
COc1ccc(OCCCC(=O)N(C)CC(=O)Nc2c(C)cccc2C)cc1,-0.7,-17,-0.2,-3,-13,-2.1,5,-1.2,17,-6
O=C(NCCCN1CCOCC1)c1cc(-c2ccccc2)on1,-1.3,-38,1.9,16,2,-1.2,3,2.0,38,-1
O=C(CCc1ccccc1)C(=O)N1CCCC(C(=O)c2cccc(Cl)c2)C1 (centres undefined),-1.7,-9,0.6,-2,4,0.4,0,1.8,9,-2
CC12CCC(C/C1=N\N=C1\NC(=O)/C(=C\c3ccc(Cl)cc3)S1)C2(C)C (centres undefined),-1.2,-3,-1.9,-1,-9,2.1,7,3.2,3,3
COc1ccc(CCNc2nc(C)nc3c2oc2ccccc23)cc1OC,-1.7,2,1.7,/,3,-2.4,-6,1.0,-2,-2
CCc1ccc(OCC(=O)N(Cc2ccccc2)C2CCS(=O)(=O)C2)cc1 (centres undefined),-2.1,-13,0.3,-2,2,0.6,0,3.5,13,0
NC(=O)c1ccc(-c2c(-c3ccccc3)sc3ccccc23)cc1,1.0,-14,1.3,-6,-8,0.2,-5,4.0,14,-2
CCOc1ccccc1NC(=O)CCSc1nc2n[nH]c(C)c2c(=N)n1-c1ccccc1Cl,-2.4,65,0.6,/,0,-0.9,-5,-0.1,-65,-3
COc1cc(OC)c(C2CC(=O)N3CN(C)CSC3=C2C#N)cc1OC (centres undefined),-0.4,-42,2.2,-3,-4,-1.1,/,-3.1,42,/
NC(=O)C(Cc1ccccc1)NC(=O)C12CC3CC(CC(C3)C1)C2 (centres undefined),-0.8,-11,0.6,-2,-4,-1.2,/,1.2,11,-2
CC(=O)Nc1ccc(S(=O)(=O)Nc2nc3nc(-c4ccccc4)cc(-c4ccccc4)n3n2)cc1,-5.7,-10,1.8,-1,-7,-2.0,-2,-2.2,10,-7
CCn1cc(C(=O)NCc2ccc3c(c2)OCO3)c(=O)c2cc(S(=O)(=O)N3CCOCC3)ccc21,-2.2,-23,-1.2,-7,-4,-2.2,-11,-0.8,23,-8
CCCCn1cnc2c(cnn2-c2ccc(Cl)cc2)c1=O,-1.7,6,2.7,3,-3,-0.5,67,-2.5,-6,-3
Cc1ccc(-c2cc(C(=O)NCc3cccs3)no2)cc1,-0.8,11,0.7,/,-2,-1.0,75,-2.9,-11,-3
COC(=O)c1ccccc1NC(=O)Cn1cc2c(n1)CCC(C)C2 (centres undefined),-0.9,9,2.9,19,5,-2.1,14,1.4,-9,-2
COc1ccc(OCC(=O)N2c3ccccc3CCc3ccccc32)cc1,-1.0,-14,4.5,/,0,2.2,10,-0.2,14,2
C/C(=N\NC(=O)c1nn(C)cc1Br)c1cccc(NC(=O)C(C)(C)C)c1,0.0,-6,2.5,/,0,1.3,10,0.0,6,/

# The final two compounds of the section before open the next one:
Structure,CAL PDZ FP-1,SR-BI DiI inh,phage Ecoli inh,Wnt act,Tat transport,E coli growth,MITF TRPM1 HTS,AddAB inh,SR-BI uptake up,CAL PDZ FP-2
COc1ccc(OCC(=O)N2c3ccccc3CCc3ccccc32)cc1,-1.0,-14,4.5,/,0,2.2,10,-0.2,14,2
C/C(=N\NC(=O)c1nn(C)cc1Br)c1cccc(NC(=O)C(C)(C)C)c1,0.0,-6,2.5,/,0,1.3,10,0.0,6,/
N=C1C(=O)OCC1c1ccccc1NC(=O)Nc1ccccc1 (centres undefined),-0.8,-6,-0.8,-2,-3,-1.1,-14,-0.7,6,-3
Cc1ccc(NC(=O)CCCCCCCCCCC2COCCO2)c(C)c1 (centres undefined),-0.6,23,4.0,/,1,0.3,0,0.8,-23,1
COc1ccc(NC(=O)c2nc3ccccc3s2)cc1,-3.9,-13,3.6,-8,-1,1.2,5,3.7,13,0
COC(=O)C=C1CCC2C3CCC4=CC(=O)C(Br)CC4(C)C3C(=O)CC12C (centres undefined),-0.5,-3,1.6,1,-5,/,-51,/,3,1
Cc1cc(C)c2c(c1)/C(=N/Nc1ccc(S(N)(=O)=O)cc1[N+](=O)[O-])CCC2,-0.8,/,-1.7,-3,5,-1.6,11,-1.1,/,-3
O=C(O)c1ccccc1C(=O)OCCCCOC(=O)c1ccccc1C(=O)O,-0.3,-24,1.2,2,6,1.6,/,1.8,28,-1
CCN(C(=O)COC(=O)c1ccc2c(=O)n3c(nc2c1)CCC3)C1CCS(=O)(=O)C1 (centres undefined),-2.9,-3,3.2,-2,-2,-0.1,-3,0.4,3,1
Cc1cc(C)cc(N(C(=O)c2cc3ccccc3oc2=O)C2C=CS(=O)(=O)C2)c1 (centres undefined),-2.5,-22,1.0,1,5,0.3,-5,1.1,22,-3
COc1ccccc1-n1c(SCC(N)=O)nc2c(c1=O)SCC2,-1.6,-15,3.0,-2,-2,-0.9,0,0.2,15,4
Cc1csc2nc(O)c(C(=O)NC3CCCCC3)c(=O)n12,-1.7,2,1.6,-14,0,0.3,-9,-0.2,-2,-2
COC(=O)Oc1ccc(/C=N/NC(=O)CSCc2ccc(Cl)cc2)cc1OC,-1.7,7,0.5,-17,-1,-0.9,-6,0.5,-7,-1
C=CCNC(=O)CCCOc1cccc(C)c1,-1.2,-10,0.6,/,6,2.4,1,1.3,10,-3
COc1ccc(Nc2nc(C(C)(C)C)nc3c2nnn3Cc2ccccc2Cl)cc1OC,0.1,2,3.2,/,3,-2.3,-8,2.0,-2,-3
CCOC(=O)c1ccccc1NC(=O)CN1CCC(n2nnc3cc(F)ccc32)CC1,0.0,31,-0.1,-1,1,/,-14,/,-31,10
CC(C)(C)NC(=O)NC(=O)COC(=O)Cc1coc2ccc3ccccc3c12,-1.6,-7,2.9,-3,19,0.9,17,1.1,7,0
O=C(Nc1ccccc1)c1snc2c(=O)[nH]cnc12,/,0,3.0,2,2,-1.3,-15,2.2,0,-3
CCC(=NC1CC(C)(C)NC(C)(C)C1)C1=C(O)CC(C)(C)CC1=O,0.6,-25,2.9,/,7,-2.3,9,0.2,25,-1
CCCN(C(=O)Cc1nc(N)n[nH]1)C1(C(=O)Nc2c(C)cccc2C)CCCCC1,-4.4,/,2.3,2,2,1.4,/,2.0,/,-1
COc1ccc(NC(=O)N2C3CCCC2CC(NC(=O)c2ccccc2)C3)cc1 (centres undefined),0.3,/,0.6,2,-17,-0.2,0,1.7,/,-1
CC(C)S(=O)(=O)c1nsc2nc(=O)c(/C=C3\C=Nc4ccccc43)c(N)n12,-3.6,/,2.8,/,3,0.6,-13,5.5,/,-26
O=C(NCc1ccncc1)C(=O)NCC1OCCN1S(=O)(=O)c1ccc(Cl)cc1 (centres undefined),-0.3,-2,0.6,-3,2,0.4,-2,2.3,2,/
Cc1occc1-c1nnc(SCC(=O)Nc2nc(C(C)(C)C)cs2)o1,-8.0,-20,3.4,-1,-3,0.7,10,-0.1,20,-2
Cc1ccc(C2=NOC(C)(c3nnc(-c4ccccc4)o3)C2)cc1 (centres undefined),-0.7,-7,1.7,-1,4,-2.2,-1,-3.0,7,1
C=CCNC(=S)Nc1cc(C)ccn1,-1.4,-2,2.5,-2,1,2.2,-2,1.6,2,/
CC(C)OP(=O)(OC(C)C)C(NC(=O)c1ccccc1Br)C(N)=O (centres undefined),-1.1,-5,3.1,5,-4,3.5,/,1.1,5,-8
COC(=O)c1nc2n(n1)C(c1ccc([N+](=O)[O-])cc1)C(C(=O)Nc1ccc(Cl)cc1)=C(C)N2 (centres undefined),0.2,-8,1.8,0,2,-1.6,5,-0.7,8,-4
Cc1cccc(C)c1-n1c(SCC(=O)NCc2ccco2)nc2ccccc2c1=O,0.2,-7,3.8,/,-5,-2.2,5,-0.4,7,/
CCN(CC)CCC(c1ccc(N(C)C)cc1)c1c(OC)cc(OC)c2ccc(=O)oc12 (centres undefined),-0.9,-17,1.7,-2,-6,0.9,-5,-0.8,17,-2
O=C(NCCN1CCCC(O)C1)c1cc(COc2c(F)cccc2F)on1 (centres undefined),-1.5,-1,1.4,0,-1,1.7,-5,2.2,1,-2
CCOC(=O)C1=C(COC(=O)c2ccc(Cl)c(S(=O)(=O)N3CCOCC3)c2)NC(=O)NC1C (centres undefined),0.9,49,-1.1,2,9,/,4,/,-49,/
CCN1CCN(Cc2ccc(NC(=O)Nc3ccccc3OC)cc2)CC1,-1.4,0,0.3,-3,13,1.1,57,3.3,0,-7
COc1ccc2c(c1)-c1ccccc1S(=O)(=O)N2C(C)=O,-8.4,-32,2.3,-2,6,0.4,-9,0.4,32,-3
COc1cccc(NC(=O)C2CCN(Cc3cnn(-c4ccccc4)c3-n3cccc3)CC2)c1,-1.8,-23,3.7,/,-4,-1.0,/,3.2,23,-4
C/C=C/c1ccc(OCCCCn2cncn2)c(OC)c1,-1.6,-21,-2.4,8,-5,0.4,19,0.8,21,0
COc1cc(NC(=S)N2CCC(C(N)=O)CC2)cc(OC)c1,1.1,-9,1.6,0,-7,-1.0,8,5.5,9,-3
Cc1[nH]c2ccccc2c1-c1nc2ccccc2[nH]c1=O,-1.6,-2,2.7,1,-2,-1.1,10,3.0,2,-1
Cn1ncc(Cl)c1C(=O)NC1C2CC3CC(C2)CC1C3 (centres undefined),-2.4,-7,3.7,-7,-24,-1.0,7,1.7,7,0
